Screening data: PubChem, National Center for Advancing Translational Sciences (NCATS)
D3 ag = agonists of human D3 dopamine receptor | D3R DiscoveRx beta-arrestin cells, luminescence, 90 min | max activation, % | actives 0.58% (n = 410,000) | AID 652048; in the data active means max activation above about 30%; further: 0% is about no effect; mostly tested at two doses, the higher about 12 µM
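Cells at 1500/well, incubated overnight, then treated with pinned compounds (dopamine as control) for 90 min at 37 degrees C. DiscoveRx reagent added for 30 - 60 minutes at room temperature; luminescence read.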
KB-V1 cytotox = KB-V1 MDR subline cytotoxicity | KB-V1 MDR cells viability, CellTiter-Glo, 72 h | Potency, µM (highest dose often 46.1 µM), without a hit: at the highest dose activity change, negative = cytotoxicity, hits mostly cytotoxic | actives 3.4% (n = 400,000) | AID 1347076; further: potency means the concentration at half of the fitted maximal effect; on the % scale 0 is the no-effect control and ±100 the full control effect; nearly all actives have a fitted effect of over 60% in size
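Readout: CellTiter-Glo luminescence, 10 min after addition. Cells: KB-V1 MDR subline, 72 h at 37 degrees C with compound. Analysis: corrected, normalized data fitted to concentration-effect curves.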
GLP1R ag = agonists of human GLP-1 receptor; HEK293 GLP-1R CRE-luciferase, luminescence, 4-6 h; cells express a hypersensitive GLP-1R form; actives 0.007% (n = 380,000); P43220; Potency, µM (series often up to 45.6 µM), without a hit: at the top dose activation, hits mostly activators; AID 624172; further: potency means the concentration at half of the fitted maximal effect; % of control where 0% means no effect
PTHR1 ag = activates the human parathyroid hormone receptor PTHR1; Potency, µM (top dose mostly 115 µM), without a hit: top-dose activation, hits mostly activators; AID 743266; Q03431; actives 0.075% (n = 410,000); HEK293 GP2 PTHR1 cells, GloSensor cAMP luminescence, 1 h; further: potency means the concentration at half of the fitted maximal effect; nearly all actives have a fitted effect of over 55% in size; some results filed as inactive show a strong effect at the top dose; inactives centre near -15; many of its hits are not listed in these tables
Target sequence (Q03431 whole entry, looked up): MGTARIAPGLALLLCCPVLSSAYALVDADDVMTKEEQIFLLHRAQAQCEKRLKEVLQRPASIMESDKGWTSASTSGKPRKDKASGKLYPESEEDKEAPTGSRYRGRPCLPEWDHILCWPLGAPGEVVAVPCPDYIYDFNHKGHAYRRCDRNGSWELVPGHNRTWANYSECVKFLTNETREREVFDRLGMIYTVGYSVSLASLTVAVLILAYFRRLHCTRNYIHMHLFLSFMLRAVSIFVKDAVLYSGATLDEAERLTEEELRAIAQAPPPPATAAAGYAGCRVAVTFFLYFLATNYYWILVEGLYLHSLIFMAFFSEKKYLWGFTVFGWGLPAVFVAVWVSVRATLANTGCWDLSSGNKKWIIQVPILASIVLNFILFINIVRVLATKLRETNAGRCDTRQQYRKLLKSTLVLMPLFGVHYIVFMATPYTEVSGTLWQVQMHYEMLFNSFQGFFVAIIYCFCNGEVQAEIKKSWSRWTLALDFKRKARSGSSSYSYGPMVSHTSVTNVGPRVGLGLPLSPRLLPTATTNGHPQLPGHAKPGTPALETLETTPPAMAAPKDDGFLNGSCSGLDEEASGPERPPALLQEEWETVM
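HEK-293-derived GP2 cells expressing PTHR1 and a GloSensor cAMP reporter, 3,000/well, plated overnight, given luciferin plus IBMX (each 0.5 mM as added) for 1 h at 37 °C, then compound for 1 h at 37 °C. Luminescence was read after 15 min at room temperature.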
aSyn yeast inh = alpha-synuclein toxicity inhibition in yeast | Yeast expressing alpha-synuclein, growth rescue, BacTiter-Glo, 24 h | actives 0.14% (n = 370,000) | Potency, µM (highest dose often 46.1 µM), for the others: at the highest dose growth rescue (activation), usual class: activators; further: potency means the concentration at half of the fitted maximal effect; % of control where 0% means no effect; nearly all actives have a fitted effect of over 65% in size
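Readout is rescue of growth in alpha-synuclein-expressing yeast, so inhibitors of toxicity appear as activators. Growth after 24 hr at 30 deg C in galactose medium is quantified by luminescence.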
TDP43 rescue = inhibitors of TDP-43 toxicity in yeast. TDP-43 expressing yeast growth rescue, BacTiter-Glo, 24 h. Potency, µM (titrated, usually from 46.1 µM), for inactives: at the top dose growth rescue (activation), most hits filed as activators. actives 1.8% (n = 410,000). AID 652104; further: potency means the concentration at half of the fitted maximal effect; % of control where 0% means no effect; nearly all actives have a fitted effect of over 50% in size
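Cell-based yeast growth screen: TDP-43 expression induced in galactose, inoculum OD600=0.02 after raffinose pregrowth to mid-log. Read-out BacTiter-Glo luminescence at 24 hr, 30 deg C; inhibition of toxicity seen as signal increase.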
* marks the source's active call; other numbers are inactive results; & = joins results of further samples; [ ] = another dose, or the depositor's remark. Unless noted, the call rests on the fitted dose curve; in most records, active means well fitted curve in the direction sought with a large enough effect; inconclusive means small, poorly fitted or top-dose-only effect, or another doubt; inactive means no such curve, though single readings can be large; an effect the other way counts as inactive or inconclusive.

How did CC(C)NCC(O)c1ccc(N)c(C#N)c1 (stereo not given) do in these assays?
D3 ag: 10; GLP1R ag: inconclusive

How did CC(C)(C)CC(C)(C)c1ccc(O)cc1 do in these assays?
D3 ag: 7&-4; GLP1R ag: -2%[96 µM]

What do the screens show for `NCC(O)c1cccc(O)c1` (stereo not given)?
D3 ag: 3; GLP1R ag: 7%

What do the screens show for `Oc1ccc([C@H]2CNCc3c2ccc(O)c3O)cc1O`?
D3 ag: 10; GLP1R ag: -5%

How did CNC(=O)OCC[N+](C)(C)C do in these assays?
D3 ag: -7; GLP1R ag: -3%

What do the screens show for `C[C@H](N)C(=O)c1ccccc1`?
D3 ag: 1&2; GLP1R ag: 10%

Results for Cc1cccc(Cc2cnc[nH]2)c1C ?
D3 ag: 5; GLP1R ag: 19%

How did O=Cc1ccco1 do in these assays?
D3 ag: -9; GLP1R ag: -6%

How did Nc1ccccc1C(=O)O do in these assays?
D3 ag: 8; GLP1R ag: 3%

What do the screens show for `CCN(CC)C(=O)[C@@H]1C=C2c3cccc4[nH]cc(c34)C[C@H]2N(C)C1`?
D3 ag: 51*; GLP1R ag: -9%

How did CCC(=O)OC1(c2ccccc2)CCN(C)CC1 do in these assays?
D3 ag: -4; GLP1R ag: -5%[96 µM]

How did O=[N+]([O-])C(Br)(CO)CO do in these assays?
D3 ag: -1; GLP1R ag: -4%

Results for CCC1(CC)C(=O)NC(=O)NC1=O ?
D3 ag: -6; GLP1R ag: 5%

Results for CCN(CC)CCOC(=O)C(C)(c1ccccc1)c1ccccc1 ?
D3 ag: -17; GLP1R ag: -5%

Results for CCCOC(=O)Cc1ccc(OCC(=O)N(CC)CC)c(OC)c1 ?
D3 ag: 6; GLP1R ag: 0%

Ordered by count of non-hydrogen atoms (ascending): 4 of the compounds above.
How did CNC(=O)OCC[N+](C)(C)C do in these assays?
D3 ag: -7; GLP1R ag: -3%

How did CC(C)(C)CC(C)(C)c1ccc(O)cc1 do in these assays?
D3 ag: 7&-4; GLP1R ag: -2%[96 µM]

What do the screens show for `Oc1ccc([C@H]2CNCc3c2ccc(O)c3O)cc1O`?
D3 ag: 10; GLP1R ag: -5%

Results for CCCOC(=O)Cc1ccc(OCC(=O)N(CC)CC)c(OC)c1 ?
D3 ag: 6; GLP1R ag: 0%

Grouped by structure: the entries above containing nitrogen in an aromatic ring.
Results for Cc1cccc(Cc2cnc[nH]2)c1C ?
D3 ag: 5; GLP1R ag: 19%

What do the screens show for `CCN(CC)C(=O)[C@@H]1C=C2c3cccc4[nH]cc(c34)C[C@H]2N(C)C1`?
D3 ag: 51*; GLP1R ag: -9%

Fetched one by one from above, six records:
How did O=[N+]([O-])C(Br)(CO)CO do in these assays?
D3 ag: -1; GLP1R ag: -4%

What do the screens show for `Oc1ccc([C@H]2CNCc3c2ccc(O)c3O)cc1O`?
D3 ag: 10; GLP1R ag: -5%

How did CCC(=O)OC1(c2ccccc2)CCN(C)CC1 do in these assays?
D3 ag: -4; GLP1R ag: -5%[96 µM]

How did CC(C)(C)CC(C)(C)c1ccc(O)cc1 do in these assays?
D3 ag: 7&-4; GLP1R ag: -2%[96 µM]

Results for CCC1(CC)C(=O)NC(=O)NC1=O ?
D3 ag: -6; GLP1R ag: 5%

Results for Cc1cccc(Cc2cnc[nH]2)c1C ?
D3 ag: 5; GLP1R ag: 19%

(list continues)
What do the screens show for `CC[N+](C)(CC)CCOC(=O)C(O)(c1ccccc1)c1ccccc1`?
D3 ag: 1; GLP1R ag: 0%

What do the screens show for `[O]=[Cr](=[O])([OH])[O][Cr](=[O])(=[O])[OH]`?
D3 ag: 7&7; GLP1R ag: 1%&3%

Results for C=CCN1CC[C@]23c4c5ccc(O)c4O[C@H]2[C@@H](O)C=C[C@H]3[C@H]1C5 ?
D3 ag: -9; GLP1R ag: -3%

How did CN1C[C@@H](NS(=O)(=O)N(C)C)C[C@@H]2c3cccc4c3c(cn4C)C[C@H]21 do in these assays?
D3 ag: -22; GLP1R ag: -5%

How did CC1N=C(N)OC1c1ccccc1 (stereo not given) do in these assays?
D3 ag: 5; GLP1R ag: 1%[96 µM]

How did CN(C)CCc1c[nH]c2ccc(O)cc12 do in these assays?
D3 ag: -1; GLP1R ag: 4%[96 µM]

How did Nc1ccccc1 do in these assays?
D3 ag: -1; GLP1R ag: 8%

What do the screens show for `CC(O)(CS(=O)(=O)c1ccc(F)cc1)C(=O)Nc1ccc(C#N)c(C(F)(F)F)c1` (stereo not given)?
D3 ag: 8; aSyn yeast inh: -2%

What do the screens show for `O=C(CN1CCCC2CCCCC21)c1ccc(I)cc1` (stereo not given)?
KB-V1 cytotox: 1%

Results for O=C(CN1CCCC1)c1ccccc1 ?
KB-V1 cytotox: -1%

Results for Oc1cccc2cccnc12 ?
D3 ag: -13&-2&1; GLP1R ag: 0%; aSyn yeast inh: inconclusive

How did CC(=O)[C@H]1CC[C@H]2[C@@H]3CC[C@H]4C[C@](C)(O)CC[C@]4(C)[C@H]3CC[C@]12C do in these assays?
D3 ag: 2; GLP1R ag: 9%; aSyn yeast inh: 10%

What do the screens show for `Cc1ncsc1CCCl`?
D3 ag: -22; GLP1R ag: -5%; aSyn yeast inh: 2%

What do the screens show for `C=C(C)[C@H]1Cc2c(ccc3c2O[C@@H]2COc4cc(OC)c(OC)cc4[C@@H]2C3=O)O1`?
D3 ag: 4; GLP1R ag: 27%; aSyn yeast inh: 1%

What do the screens show for `CN(C)c1ccc(N=Nc2ccccc2)cc1`?
KB-V1 cytotox: inconclusive; aSyn yeast inh: 0%

Results for C[C@H]1O[C@@H](O[C@H]2[C@@H](O)C[C@@H](O[C@H]3[C@@H](O)C[C@H](O[C@H]4CC[C@@]5(C)[C@H](CC[C@@H]6[C@@H]5CC[C@]5(C)[C@@H](C7=CC(=O)OC7)CC[C@]65O)C4)O[C@@H]3C)O[C@@H]2C)C[C@H](O)[C@@H]1O ?
KB-V1 cytotox: inconclusive; aSyn yeast inh: 2%

How did Nc1ncnc2c1ncn2[C@@H]1O[C@@H]2COP(O)(=S)O[C@H]2[C@H]1O (stereo not given in full) do in these assays?
KB-V1 cytotox: 21%; aSyn yeast inh: 0%

How did NC(Cc1cc(O)c(O)cc1O)C(=O)O (stereo not given) do in these assays?
KB-V1 cytotox: -3%; aSyn yeast inh: 1%&-16%

How did COc1cc([C@@H]2c3cc4c(c(O)c3C[C@H]3COC(=O)[C@@H]32)OCO4)cc(OC)c1OC do in these assays?
KB-V1 cytotox: 4.1µM*; aSyn yeast inh: 1%

What do the screens show for `C[C@H]1CCCC=CC2C[C@H](O)C[C@@H]2[C@H](O)C=CC(=O)O1` (stereo not given in full)?
KB-V1 cytotox: 0.018µM*; aSyn yeast inh: 0%

What do the screens show for `COc1cc([C@@H]2c3cc4c(cc3[C@H](OC(C)=O)[C@H]3COC(=O)[C@@H]23)OCO4)cc(OC)c1OC`?
KB-V1 cytotox: inconclusive; aSyn yeast inh: 1%

Results for O=Cc1ccccc1 ?
D3 ag: 6&-1; KB-V1 cytotox: 8%; GLP1R ag: -2%&4%

How did COc1cccc2c1C(=O)c1c(O)c3c(c(O)c1C2=O)C[C@@](O)(C(=O)CO)C[C@@H]3O[C@H]1C[C@H](N)[C@H](OC2CCCCO2)[C@H](C)O1 (stereo not given in full) do in these assays?
KB-V1 cytotox: inconclusive; GLP1R ag: -7%; aSyn yeast inh: inconclusive

What do the screens show for `CC(=O)N(C)CC#CCN1CCC(O)CC1`?
KB-V1 cytotox: -14%; GLP1R ag: 4%; PTHR1 ag: -22%

Results for Oc1ccc(C2=CCNCC2)cc1O ?
KB-V1 cytotox: 15%; GLP1R ag: inconclusive; PTHR1 ag: 20%

What do the screens show for `Cc1c(P(=S)(c2ccccc2)c2ccccc2)[n+]2ccccc2n1CCc1ccccc1`?
KB-V1 cytotox: -11%; GLP1R ag: -3%; PTHR1 ag: -86%[inhibitor]

Results for CC(C)(C)n1ncc2c(=O)n(Cc3cccc(Cn4cnc5c(cnn5C(C)(C)C)c4=O)c3F)cnc21 ?
KB-V1 cytotox: inconclusive; GLP1R ag: -4%; PTHR1 ag: -48%[inhibitor]

Results for O=P1(NCCCl)OCCC(OO)N1CCCl (stereo not given) ?
KB-V1 cytotox: -24%; PTHR1 ag: -2%[57.5 µM]; TDP43 rescue: 8%

What do the screens show for `c1ccc2c[n+](CCCCCCCCCC[n+]3ccc4ccccc4c3)ccc2c1`?
KB-V1 cytotox: inconclusive; PTHR1 ag: -27%[57.5 µM]; TDP43 rescue: -2%

These rows are one share of the data; rates above refer to the full screens.
